IL-1B inflam inh: qHTS for Inhibitors of Inflammasome Signaling: IL-1-beta AlphaLISA Primary Screen. THP-1 LPS/ATP IL-1B secretion, AlphaLISA, 16 h; stronger effect = lower value. activity change, % at 57.5 µM. 360,000 compounds, 4.7% hits. AID 743279, 2014; in the data active = activity change below about -50%; inconclusive = mostly about -30% to -49%; also: % is scaled to controls: 0 for no effect and ±100 for the full control effect
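THP-1 cells pretreated 1 hr with compounds (up to 57.5 uM final), then stimulated with LPS (250 ng/mL final) plus ATP (1.25 mM final); secreted IL-1B measured by AlphaLISA after 16 hr, decreased signal indicating inhibition.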
HT1080 IDH1KD tx: qHTS for induction of synthetic lethality in tumor cells producing 2HG: qHTS for the HT-1080-IDH1KD cell line. AID 686971, 2013. HT-1080 IDH1 knockdown viability, ATP luminescence, 48 h. 360,000 compounds, 2% hits. Potency, µM (titrated, usually from 46.1 µM), without a hit: at the highest dose activity, negative = toxicity, hits mostly cytotoxic;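 also: potency is read from the fitted curve at half-maximal effect; 0% = DMSO wells and -100% = cell-free medium wells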
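After a 2 h attachment period, IDH1KD HT-1080 cells took pin-transferred compound for 48 h at 37 °C; ATP-based luminescence after 10 min room-temperature reagent incubation reported viability.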
ATXN2 expr inh: Primary qHTS for Inhibitors of ATXN expression; Potency, µM (top dose mostly 57 µM), inactives show top-dose activity change, negative = inhibition, hits mostly inhibitors; HEK-293 ATXN2-luciferase reporter, luminescence, 24 h; AID 1745845, 2022; 360,000 compounds, 0.72% hits; also: potency is read from the fitted curve at half-maximal effect; % is scaled to controls: 0 for no effect and ±100 for the full control effect; nearly all actives have a fitted effect of over 55% in size
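ATXN2-luciferase reporter cells (luciferase flanked by upstream and downstream ATXN2 gene portions) were treated 24 h at 37 °C with compounds at up to 57 uM. SteadyGlo luminescence gave expression; GF-AFC fluorescence gave viability.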
KB-3-1 tox: qHTS assay for MDR1-selective chemotherapeutics: Primary screen using the parental adenocarcinoma cell KB-3-1; KB-3-1 viability, CellTiter-Glo ATP luminescence, 72 h; Potency, µM (titrated, usually from 46.1 µM), for the others: at the highest dose activity change, negative = cytotoxic, actives largely listed as cytotoxic; 400,000 compounds, 1.4% hits; AID 1347075, 2019; also: potency is read from the fitted curve at half-maximal effect; % is scaled to controls: 0 for no effect and ±100 for the full control effect; nearly all actives have a fitted effect of over 60% in size
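Cytotoxicity in the drug-sensitive parental line KB-3-1 was scored as loss of CellTiter-Glo luminescence following 72 h incubation with compound. Values come from curve fitting of normalized concentration-response data.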
HT1080-NT tox: qHTS for induction of synthetic lethality in tumor cells producing 2HG: qHTS for the HT-1080-NT fibrosarcoma cell line. AID 686970, 2013. Potency, µM (doses to about 46.1 µM), for inactives: top-dose activity, negative = less viability, usual class: cytotoxic. 360,000 compounds, 1.6% hits. HT-1080-NT fibrosarcoma viability, CellTiter-Glo ATP luminescence, 48 h;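 also: NT is the 2HG producing partner of a matched IDH1 knockdown line; potency is read from the fitted curve at half-maximal effect; 0% = DMSO-treated cells and -100% = media-only wells without cells; nearly all actives have a fitted effect of over 55% in size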
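Viability of the 2HG-overproducing fibrosarcoma line after 48 hours of compound exposure at 37 degrees C was determined by luminescence with CellTiter-Glo, and concentration-effect curves were then fitted and categorized.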
WRN helicase inh: qHTS for Inhibitors of WRN Helicase | Bifunctional 3'-5' exonuclease/ATP-dependent helicase WRN (Homo sapiens), Q14191 | WRN helicase unwinding, fluorescent forked duplex, kinetic | Potency, µM (titrated, usually from 114 µM), without a hit: at the highest dose activity change, negative = inhibition, actives largely listed as inhibitors | 360,000 compounds, 0.46% hits; also: potency is read from the fitted curve at half-maximal effect; % is scaled to controls: 0 for no effect and ±100 for the full control effect; nearly all actives have a fitted effect of over 55% in size
Target sequence (Q14191 whole entry, looked up): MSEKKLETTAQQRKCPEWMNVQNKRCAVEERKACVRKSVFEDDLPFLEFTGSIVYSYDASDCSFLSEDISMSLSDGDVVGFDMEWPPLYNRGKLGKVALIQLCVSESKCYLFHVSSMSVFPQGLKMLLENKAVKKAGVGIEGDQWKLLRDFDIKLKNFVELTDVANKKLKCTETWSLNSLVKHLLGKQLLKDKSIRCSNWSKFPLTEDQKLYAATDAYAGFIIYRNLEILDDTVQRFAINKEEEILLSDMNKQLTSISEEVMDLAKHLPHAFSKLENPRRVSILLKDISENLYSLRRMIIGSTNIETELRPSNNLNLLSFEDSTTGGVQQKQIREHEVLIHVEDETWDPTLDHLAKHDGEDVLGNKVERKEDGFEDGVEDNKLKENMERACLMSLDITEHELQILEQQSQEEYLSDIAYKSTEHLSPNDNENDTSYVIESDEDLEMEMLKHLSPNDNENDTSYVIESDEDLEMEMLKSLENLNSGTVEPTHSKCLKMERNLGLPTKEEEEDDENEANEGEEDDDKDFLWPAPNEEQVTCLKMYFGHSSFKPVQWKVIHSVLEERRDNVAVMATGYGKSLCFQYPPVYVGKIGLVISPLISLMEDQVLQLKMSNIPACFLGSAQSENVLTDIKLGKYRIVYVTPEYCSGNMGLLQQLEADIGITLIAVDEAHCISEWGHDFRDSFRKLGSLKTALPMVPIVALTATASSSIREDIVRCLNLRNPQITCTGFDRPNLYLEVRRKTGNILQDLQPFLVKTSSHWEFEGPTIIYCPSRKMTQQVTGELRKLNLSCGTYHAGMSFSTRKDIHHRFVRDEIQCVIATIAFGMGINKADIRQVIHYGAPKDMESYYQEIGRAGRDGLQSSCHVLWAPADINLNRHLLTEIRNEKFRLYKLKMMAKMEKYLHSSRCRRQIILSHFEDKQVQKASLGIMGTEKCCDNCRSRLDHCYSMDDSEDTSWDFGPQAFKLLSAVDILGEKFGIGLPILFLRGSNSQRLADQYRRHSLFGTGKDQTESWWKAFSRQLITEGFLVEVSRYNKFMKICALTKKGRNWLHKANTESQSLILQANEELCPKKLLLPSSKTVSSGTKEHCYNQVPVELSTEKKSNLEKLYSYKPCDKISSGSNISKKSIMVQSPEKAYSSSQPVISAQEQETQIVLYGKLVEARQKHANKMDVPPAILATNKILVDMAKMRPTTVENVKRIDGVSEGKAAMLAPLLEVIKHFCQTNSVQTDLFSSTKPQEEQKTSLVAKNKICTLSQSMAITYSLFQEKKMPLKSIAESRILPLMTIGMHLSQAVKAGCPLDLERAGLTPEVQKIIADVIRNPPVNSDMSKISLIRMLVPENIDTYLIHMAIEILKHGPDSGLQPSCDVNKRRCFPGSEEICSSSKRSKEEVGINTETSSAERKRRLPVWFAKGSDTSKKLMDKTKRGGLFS
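WRN at 20 nM final preincubated with compound 15 min at room temperature; reaction started with 100 nM fluorophore/quencher forked duplex oligonucleotide and 2 mM ATP final. Unwinding followed kinetically by red fluorescence (ex 525, em 598 nm).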
MCF10A rerep: A quantitative high throughput screen for small molecules that induce DNA re-replication in MCF 10a normal breast cells; Potency, µM (top dose mostly 46.1 µM), without a hit: top-dose activity, positive = re-replication, actives largely listed as activators; 350,000 compounds, 2.9% hits; MCF 10A DNA re-replication, Hoechst nuclear intensity, 48 h; also: potency is read from the fitted curve at half-maximal effect; % of control where 0% means no effect; nearly all actives have a fitted effect of over 50% in size
SW480 rereplic: A quantitative high throughput screen for small molecules that induce DNA re-replication in SW480 colon adenocarcinoma cells | 340,000 compounds, 1.8% hits | Potency, µM (highest dose often 46.1 µM), for inactives: top-dose re-replication activation, usual class: activators | SW480 DNA re-replication, Hoechst DNA content imaging, 48 h; also: potency is read from the fitted curve at half-maximal effect; % of control where 0% means no effect; nearly all actives have a fitted effect of over 55% in size
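Hoechst fluorescence of nuclei (405 nm excitation, 500-530 nm emission) measured by plate-scanning imager after 48 hr compound exposure at 37 C; re-replication scored as increased number of nuclei with elevated intensity.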
KB-V1 MDR tox: qHTS assay for MDR1-selective chemotherapeutics: Primary screen using the drug-selected MDR subline cells KB-V1; KB-V1 MDR cells viability, CellTiter-Glo, 72 h; Potency, µM (top dose mostly 46.1 µM), inactives show top-dose activity change, negative = cytotoxicity, most hits filed as cytotoxic; 400,000 compounds, 3.4% hits; AID 1347076, 2019; also: potency is read from the fitted curve at half-maximal effect; % is scaled to controls: 0 for no effect and ±100 for the full control effect; nearly all actives have a fitted effect of over 60% in size
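Compound-treated KB-V1 multidrug-resistant cells, 72 h, 37 degrees C; viability by CellTiter-Glo. Fitted qHTS curves give the values.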
Active calls of the source: *; i = inactive; ? = inconclusive; / = not tested or not shown; [ ] = remark or other dose. Unless noted, calls follow the shape of the dose curve; as a rule, active = well fitted curve in the direction sought with a large enough effect; inconclusive = small, poorly fitted or top-dose-only effect, or another doubt; inactive = no such curve, though single readings can be large; an effect the other way counts as inactive or inconclusive.

Values run as follows: IL-1B inflam inh	HT1080 IDH1KD tx	ATXN2 expr inh	KB-3-1 tox	HT1080-NT tox	WRN helicase inh	MCF10A rerep	SW480 rereplic	KB-V1 MDR tox
#1 CC(C)(C)OC(=O)N1CCC(c2cc(=O)n3[nH]cc(C(=O)NC4CCCC4)c3n2)CC1
  24	-8%	1%	8%	-2%	-9%	-9%	-1%	29%
#2 O=C(CC1CC2CCC1C2)NCCc1ccc(Cl)cc1 (stereo unspecified)
  -22	-14%	22%	12%	-2%	-4%	-2%	-13%	3%
#3 CCN(CC)c1ccc(/C=C(\C#N)C(N)=S)cc1
  -2	-12%	0%	0%	-2%	-16%	13%	6%	0%
#4 COc1ccc(CCNS(=O)(=O)c2cn(C)nc2C)cc1OC
  -12	-4%	0%	15%	-2%	-11%	4%	0%	-1%
#5 O=C(Cc1cc2ccccc2o1)NCc1ccc(F)cc1
  17	-11%	/	0%	?	-6%	12µM*	?	?
#6 CN1C(=O)C2(OCCCO2)c2cc(Cl)ccc21
  5	7%	-2%	4%	24%	-12%	3%	1%	0%
#7 O=c1[nH]c2c(c(=O)[nH]1)CCC2
  3	12%	-12%[11.3 µM]	9%	7%	1%[57.1 µM]	-29%	4%	16%
#8 Cc1cccc(NC(=O)c2n[nH]c([N+](=O)[O-])c2Br)c1C
  ?	26µM*	?	?	?	-14%	10%	2%	?
#9 Cc1noc(C)c1CSc1ccccc1C(=O)N1CCN(c2ccccc2)CC1
  2	-15%	-8%	-12%	13%	-9%	?	-5%[9.22 µM]	12%
#10 CC(=O)c1ccc(S(=O)(=O)Nc2cccc(S(=O)(=O)NC3=NCCC3)c2)cc1
  -5	15%	5%	1%	3%	-7%	-5%	?	0%
#11 O=C(NNC(=O)C12CC3CC(CC(C3)C1)C2)c1ccco1
  18	1%	2%	?	0%	7%	10%	2%	?
#12 CCOc1ccc(NS(=O)(=O)c2ccc(C(=O)N(CC)CC(=O)NCc3cccs3)cc2)cc1
  -15	-5%	-1%	-11%	0%	-4%	-3%	-20%	?
#13 COc1cccc(NC(=S)NN=C2CCCCCC2)c1
  33	-27%	30%[11.3 µM]	4%	-14%	-31%	-1%	-11%	10%
#14 CCOC(=O)C1=C(COC(=O)C(C)(C)Oc2ccc(Cl)cc2)NC(=O)NC1C (stereo unspecified)
  -11	12%	4%	8%	6%	4%	-3%	-6%	-21%
#15 CCOc1ccc(C(=O)NCC(=O)NCCCSc2ccccc2)cc1OCC
  6	1%	2%	1%	-2%	-18%	3%	-5%	?
#16 COc1cccc(NC(=O)CN(C)C(=O)c2cccc(NS(=O)(=O)c3ccccc3)c2)c1
  0	0%	0%	-5%	9%	3%	1%	?	21%
#17 COc1ccc(C(=O)N2CCN(C)C(=O)[C@@H]2C)cc1OC1CCN(C(C)=O)CC1
  0	11%	7%	0%	7%	-7%	1%	1%	4%
#18 CC[C@@H]1CCCCc2ccccc2[C@H](C(=O)C[C@@H](O)CC(C)=O)OC1=O
  9	1%	1%	-4%	25%	2%	9%	-5%	?
#19 C=CCC(=O)NC1CCCc2c1cnn2-c1cc(F)cc(F)c1 (stereo unspecified)
  12	4%	15%	11%	15%	-3%	-1%	8%	9%
#20 Cc1nn2c(-c3ccc(Cl)cc3)nnc2s1
  -2	3%	9%	9%	8%	12%	0%	-6%	-23%
#21 COc1cc(OC)cc(C(=O)NC(C(=O)NCCN(C)C)C23CC4CC(CC(C4)C2)C3)c1 (stereo unspecified)
  -1	-8%	-23%	-8%	-14%	4%	12%	1%	-2%
#22 O=C(Nc1ccccc1N1CCOCC1)C1(c2ccc(Cl)cc2)CCC1
  9	-12%	-29%	-9%	2%	-12%	-3%	2%	-20%
#23 Cc1ccccc1NC(=O)CN1C(=O)COc2ccc(S(=O)(=O)N3CCCC3)cc21
  6	10%	9%	-6%	16%	-3%	5%	-1%	?
#24 NC(=O)c1ccc(NC(=O)CNC(=O)c2sc3ccccc3c2Cl)cc1
  -24	0%	0%	0%	0%	-1%	-8%	-11%	?
#25 CC(=O)NC(Cc1ccc(F)cc1)C(=O)NC1CCN(C(=O)Nc2cccc(C)c2)CC1 (stereo unspecified)
  11	14%	1%	?	18%	3%	5%	-14%	18%
#26 NC(CCc1ccccc1)c1csc(Nc2ccc(C(=O)c3ccccc3)cc2)n1 (stereo unspecified)
  ?	?	?	?	?	-9%	/	/	0%
#27 O=C(C1=C[C@H](c2ccc(Br)cc2)C[C@H](OCc2ccc(CO)cc2)O1)N1CCOCC1
  -10	6%	15%	18%	18%	-2%	-12%	1%	-1%
#28 O=C(NCc1cccnc1)c1cc(C2CCCCN2C(=O)c2ccc3c(c2)CCO3)on1 (stereo unspecified)
  -9	?	3%	0%	13%	-6%	/	/	2%
#29 Cc1ccc2c(c1)NCCO2
  19	3%	1%	0%	5%	-4%	3%	-1%	-3%
#30 O=C1/C(=C/c2cccnc2)SC(=S)N1c1ccc(F)cc1
  25	0%	3%	0%	2%	4%	10%	-4%	0%
#31 O=C(CN1C(=O)/C(=C/c2ccccc2F)Sc2ccccc21)NCc1cccnc1
  ?	-12%	-11%	-9%	0%	?	?	-3%	?
#32 COc1ccc(C(=C(CC(=O)O)C(=O)OC(C)(C)C)c2cc(OC)c(OC)c(OC)c2)cc1OC
  23	16%	2%	5%	7%	7%	-3%	-3%	-21%
#33 CCN(CC)C(=O)N(CC)Cc1ccccc1
  3	3%	/	-6%	9%	9%	7%	-5%	0%
#34 CCN(C(=O)COC(=O)/C=C/c1cccc(Br)c1)C1CCS(=O)(=O)C1 (stereo unspecified)
  i	0%	-20%	6%	-2%	-25%	?	?	1%
#35 CCCCN(C(=O)COC(=O)c1sccc1C)c1c(N)n(CCC)c(=O)[nH]c1=O
  -7	7%	/	18%	14%	1%	/	/	0%
#36 Fc1ccc(NC(=S)Nc2cccnc2)c(Cl)c1
  34	15%	7%	3%	23%	3%	-7%	3%	-1%
#37 COc1ccc(Br)c(C(=O)N2CCN(S(=O)(=O)c3cccs3)CC2)c1
  0	7%	/	-1%	4%	0%	-4%	-2%	-2%
#38 Cc1cc2ccccc2nc1SCC(=O)N1c2ccccc2CC1C (stereo unspecified)
  -11	-1%	-12%	-32%	-2%	-11%	1%	-9%	-12%
#39 CC(OC(=O)c1ccc2ncsc2c1)C(=O)Nc1ncc(Cl)cc1Cl (stereo unspecified)
  17	-5%	26%	17%	6%	-10%	-4%	-10%	6%
#40 CC(C)CNC(=O)C1CCN(c2ccc(S(=O)(=O)N3CCOCC3)cc2Cl)CC1
  4	-7%	-14%	4%	-7%	-6%	-3%	-10%	-18%
#41 CN(C)c1nc(NCc2ccccc2)nc(SCC(=O)Nc2ccccc2)n1
  -77*	?	-6%	-16%	?	-15%	?	-1%	?
#42 COC(=O)c1c(C)oc2ccc(NS(=O)(=O)c3cc(OC)ccc3OC)cc12
  8	?	-17%	26µM*	?	-10%	?	15%	10µM*
#43 CCOc1cc2c(C#N)c(N3CCOCC3)nc(N)c2c(N)n1
  ?	-13%	3%	0%	-8%	-5%	0%	-3%	0%
#44 CN1CCc2c(sc3nc(SCC(=O)NCc4ccco4)n(-c4ccccc4)c(=O)c23)C1
  -6	-1%	/	-9%	-13%	-1%	?	25%	12%
#45 Cc1n[nH]c(=O)c2c(NC(=O)CSc3cc(Cl)ccc3Cl)oc(C)c12
  0	4%	-13%	14%	2%	8%	2%	-5%	0%
#46 O=C(NCCCn1ccnc1)c1ccc(C(F)(F)F)cc1
  10	7%	/	3%	14%	-10%	-1%	-1%	?

8 of these compounds, set out differently:
#	Molecule	IL-1B inflam inh	HT1080 IDH1KD tx	ATXN2 expr inh	KB-3-1 tox	HT1080-NT tox	WRN helicase inh	MCF10A rerep	SW480 rereplic	KB-V1 MDR tox
35	CCCCN(C(=O)COC(=O)c1sccc1C)c1c(N)n(CCC)c(=O)[nH]c1=O	-7	7%	/	18%	14%	1%	/	/	0%
36	Fc1ccc(NC(=S)Nc2cccnc2)c(Cl)c1	34	15%	7%	3%	23%	3%	-7%	3%	-1%
37	COc1ccc(Br)c(C(=O)N2CCN(S(=O)(=O)c3cccs3)CC2)c1	0	7%	/	-1%	4%	0%	-4%	-2%	-2%
38	Cc1cc2ccccc2nc1SCC(=O)N1c2ccccc2CC1C (stereo unspecified)	-11	-1%	-12%	-32%	-2%	-11%	1%	-9%	-12%
39	CC(OC(=O)c1ccc2ncsc2c1)C(=O)Nc1ncc(Cl)cc1Cl (stereo unspecified)	17	-5%	26%	17%	6%	-10%	-4%	-10%	6%
40	CC(C)CNC(=O)C1CCN(c2ccc(S(=O)(=O)N3CCOCC3)cc2Cl)CC1	4	-7%	-14%	4%	-7%	-6%	-3%	-10%	-18%
41	CN(C)c1nc(NCc2ccccc2)nc(SCC(=O)Nc2ccccc2)n1	-77*	?	-6%	-16%	?	-15%	?	-1%	?
42	COC(=O)c1c(C)oc2ccc(NS(=O)(=O)c3cc(OC)ccc3OC)cc12	8	?	-17%	26µM*	?	-10%	?	15%	10µM*

Rows are unselected; any-hit rate near 12%.
